Screening results (PubChem BioAssay)
IP6K1 inhibitor – inhibitors of human IP6K1 | IP6K1 kinase, ADP-Glo luminescence, 2 h; hits give low values | activity change, % (series mostly up to about 58 µM) | Q92551 | hit rate 0.81% among 140,000; in the data active = activity change below about -25%
Target sequence (Q92551 whole entry, looked up): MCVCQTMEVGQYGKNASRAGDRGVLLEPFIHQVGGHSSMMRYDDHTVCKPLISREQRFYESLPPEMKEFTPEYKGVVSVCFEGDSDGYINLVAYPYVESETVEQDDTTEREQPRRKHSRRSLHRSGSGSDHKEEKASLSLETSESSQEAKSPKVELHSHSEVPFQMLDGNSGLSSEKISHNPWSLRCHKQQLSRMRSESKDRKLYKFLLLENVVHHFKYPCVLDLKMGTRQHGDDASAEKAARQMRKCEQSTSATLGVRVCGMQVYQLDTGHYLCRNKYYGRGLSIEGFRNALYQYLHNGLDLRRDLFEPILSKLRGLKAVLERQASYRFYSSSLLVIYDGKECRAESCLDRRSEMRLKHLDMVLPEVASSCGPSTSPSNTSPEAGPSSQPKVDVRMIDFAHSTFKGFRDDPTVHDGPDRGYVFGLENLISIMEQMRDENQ
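ADP-Glo luminescence measures ADP made by human IP6K1 during a 2 h RT reaction with ATP/IP6 (mix at 1.3 mM/130 uM); top library doses 57.5 and 19.1 uM final.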
NIH3T3 tox – cytotoxic compounds in NIH 3T3 cells. NIH 3T3 viability, CellTiter-Glo ATP luminescence, 48-72 h. Potency, µM (top dose mostly 96.7 µM), inactives show at the highest dose activity change, negative = cytotoxicity, usual class: inhibitors. hit rate 4.3% among 94,000; note: potency is the fitted concentration of half-maximal effect; nearly all actives have a fitted effect of over 55% in size
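Mouse fibroblast NIH 3T3 cells, 400 per well, received compound via pintool and were incubated for 48 or 72 hr prior to CellTiter-Glo ATP luminescence measurement.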
HEK293 tox – HEK 293 cell cytotoxicity. Potency, µM (top dose mostly 115 µM), for inactives: at the top dose activity change, negative = cytotoxicity, most hits filed as inhibitors. hit rate 6.6% among 94,000. HEK 293 viability, ATP luminescence (CellTiter-Glo), 48-72 h; note: potency is the fitted concentration of half-maximal effect; nearly all actives have a fitted effect of over 60% in size
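HEK 293 seeded at 250 cells/well receive compound via pintool. After 48 or 72 hr at 37 degree Celsius, 5% CO2 and 95% humidity, CellTiter-Glo is dispensed and luminescence read following 10 min at room temperature.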
SNCA viab count – counter-screen for SNCA expression inhibitors: cell viability | HEK-293-SNCA-luc viability, GF-AFC fluorescence, 24 h | Potency, µM (doses to about 57.1 µM), without a hit: top-dose activity change, negative = cytotoxicity, usual class: cytotoxic | hit rate 0.12% among 150,000 | AID 1671193;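 note: potency is the fitted concentration of half-maximal effect; 0% = DMSO-treated cells and -100% = medium-only wells without cells; nearly all actives have a fitted effect of over 30% in size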
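Cytotoxicity counterscreen: after 24 h compound treatment of genome-edited SNCA-luciferase HEK-293 cells, live-cell protease substrate GF-AFC read by fluorescence after 30 min; activity scaled between DMSO (0%) and medium-only (-100%), curves Hill-fitted.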
GPT2 inh – GPT2 alanine aminotransferase inhibition. Q8TD30. Recombinant GPT2, coupled pyruvate oxidase/HRP Amplex Red fluorescence. Potency, µM (series often up to 57.7 µM), without a hit: top-dose activity change, negative = inhibition, actives largely listed as inhibitors. hit rate 0.25% among 100,000; note: potency is the fitted concentration of half-maximal effect; nearly all actives have a fitted effect of over 60% in size; many of its hits are not listed in these tables
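Recombinant GPT2 (10ng/uL) with 250uM a-KG and 2mM L-alanine, 30 min at room temperature, in HEPES pH 7.5 buffer. Pyruvate detected by pyruvate oxidase/HRP/Amplex Red fluorescence after 30 min in the dark; AOA (50uM) as positive control.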
FLuc inh – blocks purified firefly luciferase enzyme activity; purified P. pyralis luciferase, luminescence, biochemical; Potency, µM (series often up to 115 µM), inactives show at the highest dose activity change, negative = inhibition, hits mostly inhibitors; hit rate 2.5% among 76,000; note: potency is the fitted concentration of half-maximal effect; nearly all actives have a fitted effect of over 65% in size
Target sequence (P08659 whole entry, looked up): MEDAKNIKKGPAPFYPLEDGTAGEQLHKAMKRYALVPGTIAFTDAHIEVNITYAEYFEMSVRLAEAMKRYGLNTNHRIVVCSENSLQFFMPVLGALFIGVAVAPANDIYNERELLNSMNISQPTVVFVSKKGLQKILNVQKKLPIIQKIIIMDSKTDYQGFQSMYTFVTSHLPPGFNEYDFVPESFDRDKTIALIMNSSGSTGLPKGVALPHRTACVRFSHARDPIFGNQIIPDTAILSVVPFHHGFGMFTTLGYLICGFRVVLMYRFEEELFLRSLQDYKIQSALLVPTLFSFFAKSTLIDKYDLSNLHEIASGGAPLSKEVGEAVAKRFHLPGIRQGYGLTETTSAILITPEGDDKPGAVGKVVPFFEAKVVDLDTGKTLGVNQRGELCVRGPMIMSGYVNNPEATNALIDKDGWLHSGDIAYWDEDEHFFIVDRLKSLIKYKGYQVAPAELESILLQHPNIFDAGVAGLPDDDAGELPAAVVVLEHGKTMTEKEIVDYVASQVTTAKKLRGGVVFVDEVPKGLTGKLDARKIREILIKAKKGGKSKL
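Luminescence read by CCD imager after adding enzyme (10nM final) to wells holding compound, titrated in qHTS. Substrates 10uM each D-luciferin and ATP; buffer 50mM Tris acetate pH 7.5, 10mM Mg acetate, Tween-20, BSA.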
SNCA expr inhib – SNCA gene expression inhibition. HEK-293 SNCA-luciferase knock-in, luminescence, 24 h. hit rate 0.17% among 140,000. Potency, µM (highest dose often 57.2 µM), inactives show at the top dose activity change, negative = inhibition, hits mostly inhibitors;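 note: potency is the fitted concentration of half-maximal effect; plate controls were DMSO cells for no effect and cell-free wells for full effect; nearly all actives have a fitted effect of over 45% in size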
Active calls of the source: *; [ ] = another dose, or the depositor's remark. Unless noted, calls come from the whole dose curve; as a rule, active = well fitted curve in the direction sought with a large enough effect; inconclusive = small, poorly fitted or top-dose-only effect, or another doubt; inactive = no such curve, though single readings can be large; an effect the other way counts as inactive or inconclusive. Unless noted, % is set by controls: 0 for no effect and ±100 for the full control effect. The order is random. Share with any hit: about 7.7%.

Results for O=C1CCN(C(=O)c2cccs2)CCCC(CO)CCN1 (centres undefined) ?
IP6K1 inhibitor: -8; NIH3T3 tox: -22%; HEK293 tox: -10%; SNCA viab count: 7%; GPT2 inh: -2%; FLuc inh: -6%; SNCA expr inhib: 37%[activator]

Results for O=C(COc1ccc(Cl)cc1)N1CCN(c2ccccc2)C(=O)C1 ?
IP6K1 inhibitor: 2; NIH3T3 tox: -4%; HEK293 tox: -13%; SNCA viab count: -6%; GPT2 inh: -17%[11.5 µM]; FLuc inh: -12%; SNCA expr inhib: inconclusive

How did CN(C)C(=O)C1CN(C(=O)NCc2ccc(F)cc2)CC12CCOCC2 (centres undefined) do in these assays?
IP6K1 inhibitor: 16; NIH3T3 tox: -10%; HEK293 tox: -17%; SNCA viab count: 7%; GPT2 inh: inactive; FLuc inh: 4%; SNCA expr inhib: -1%

How did Cc1ccsc1-c1nc(CN(C)Cc2noc(C(C)C)n2)c(C)o1 do in these assays?
IP6K1 inhibitor: 1; NIH3T3 tox: inconclusive; HEK293 tox: inconclusive; SNCA viab count: 0%; GPT2 inh: inactive; FLuc inh: -5%; SNCA expr inhib: 5%

How did Cc1ccc(F)cc1CN1CCOc2cc([S+](N)(=O)[O-])ccc2C1 do in these assays?
IP6K1 inhibitor: -15; NIH3T3 tox: inconclusive; HEK293 tox: inconclusive; SNCA viab count: -1%[87.6 µM]; GPT2 inh: 3%[88.5 µM]; FLuc inh: 12%[172 µM]; SNCA expr inhib: -5%[87.6 µM]

How did COc1cccc(NC(=O)c2ccc(-c3nc(COc4ccc(C)cc4)c(C)o3)cc2)c1 do in these assays?
IP6K1 inhibitor: 2; SNCA viab count: 2%; SNCA expr inhib: 33%

What do the screens show for `CCOC(=O)C1CCCN(C(=O)C2CC(c3ccc(CC)cc3)CN(C(C)=O)C2)C1` (centres undefined)?
IP6K1 inhibitor: 8; NIH3T3 tox: -13%; HEK293 tox: inconclusive; SNCA viab count: -1%; GPT2 inh: inactive; FLuc inh: -9%; SNCA expr inhib: inconclusive

Results for CCOC(=O)C1CCN(C(=O)C2COC3(CCC(C)CC3)N2C(=O)c2ccccc2F)CC1 (centres undefined) ?
IP6K1 inhibitor: -9; NIH3T3 tox: -12%; HEK293 tox: inconclusive; SNCA viab count: 5%; GPT2 inh: inactive; FLuc inh: 1%; SNCA expr inhib: 11%

What do the screens show for `CN(Cc1ccccc1)C(=O)Cn1c2c(c(=O)n1Cc1ccccc1)CCN(Cc1ccccc1)C2`?
IP6K1 inhibitor: 19; NIH3T3 tox: inconclusive; HEK293 tox: -6%; SNCA viab count: -16%; GPT2 inh: 0%; FLuc inh: -2%; SNCA expr inhib: -9%

What do the screens show for `O=C(Cc1cccc(F)c1)NCC(=O)N1CCCCCCNC(=O)CC1c1ccccc1` (centres undefined)?
IP6K1 inhibitor: 10; NIH3T3 tox: -22%; HEK293 tox: -20%; SNCA viab count: -3%; GPT2 inh: 3%; FLuc inh: -10%; SNCA expr inhib: -5%

How did CNC(=O)c1cc(C2CC2)nc2onc(C3CCN(C(=O)c4ccc(OC)cc4)C3)c12 (centres undefined) do in these assays?
IP6K1 inhibitor: 4; NIH3T3 tox: -20%; HEK293 tox: inconclusive

What do the screens show for `Cc1ccnn1CCC(=O)Nc1nn(C)c2cccc(N3CCOCC3)c12`?
IP6K1 inhibitor: 13; NIH3T3 tox: -25%; HEK293 tox: -2%; SNCA viab count: -4%; GPT2 inh: inconclusive; FLuc inh: -1%; SNCA expr inhib: -32%

Results for O=C(NC1C[C@H]2CC[C@@H](C1)N2C(=O)Cc1ccccc1Cl)c1ccncc1 (some centres undefined) ?
IP6K1 inhibitor: 18; NIH3T3 tox: -28%; HEK293 tox: inconclusive; SNCA viab count: -17%; GPT2 inh: inactive; FLuc inh: -11%; SNCA expr inhib: inconclusive

Results for O=C1C(N2CCN(S(=O)(=O)c3ccc(Cl)s3)CC2)CCN1Cc1cccnc1 (centres undefined) ?
IP6K1 inhibitor: 13; NIH3T3 tox: inconclusive; HEK293 tox: inconclusive; SNCA viab count: 6%; GPT2 inh: inactive; FLuc inh: 22%; SNCA expr inhib: -4%

What do the screens show for `Cc1cc(=O)n(CC(=O)Nc2cccc(C(F)(F)F)c2)c(N2CCN(c3ccccc3)CC2)n1`?
IP6K1 inhibitor: -2; NIH3T3 tox: inconclusive; HEK293 tox: inconclusive; SNCA viab count: 6%; GPT2 inh: -9%; FLuc inh: -2%; SNCA expr inhib: -11%

How did CCN(CC)Cc1cnc2c(C(=O)N(CC)CC)cnn2c1 do in these assays?
IP6K1 inhibitor: -8; NIH3T3 tox: 0%; HEK293 tox: 3%; SNCA viab count: 4%; GPT2 inh: -1%; FLuc inh: 4%; SNCA expr inhib: -23%

What do the screens show for `CCCCNC(=O)CCc1cc2cc(OC)ccc2[nH]c1=O`?
IP6K1 inhibitor: 7; NIH3T3 tox: -2%; HEK293 tox: 6%; SNCA viab count: 11%; GPT2 inh: 2%; FLuc inh: -4%; SNCA expr inhib: -12%

Results for COc1ccc(S(=O)(=O)Nc2ccc3n(c2=O)C[C@H]2C[C@@H]3CN(C(=O)c3ccccn3)C2)cc1 ?
IP6K1 inhibitor: -7; NIH3T3 tox: 4%; HEK293 tox: -19%; SNCA viab count: -4%; GPT2 inh: inactive; FLuc inh: 2%; SNCA expr inhib: -11%

Results for C=CCC1(C(=O)O)CCCN(C(=O)Cc2c[nH]c(=O)n(C)c2=O)C1 (centres undefined) ?
IP6K1 inhibitor: -8; NIH3T3 tox: inactive; HEK293 tox: -1%; SNCA viab count: -4%; GPT2 inh: inactive; FLuc inh: 2%; SNCA expr inhib: -5%

Results for COc1ccc(CCNC(=O)Cn2c(-c3ccc(F)cc3)cc(C(C)=O)c2C)cc1OC ?
IP6K1 inhibitor: 6; SNCA viab count: -5%; SNCA expr inhib: -3%

Retrieved one by one from the entries so far (2):
Results for COc1ccc(S(=O)(=O)Nc2ccc3n(c2=O)C[C@H]2C[C@@H]3CN(C(=O)c3ccccn3)C2)cc1 ?
IP6K1 inhibitor: -7; NIH3T3 tox: 4%; HEK293 tox: -19%; SNCA viab count: -4%; GPT2 inh: inactive; FLuc inh: 2%; SNCA expr inhib: -11%

What do the screens show for `Cc1cc(=O)n(CC(=O)Nc2cccc(C(F)(F)F)c2)c(N2CCN(c3ccccc3)CC2)n1`?
IP6K1 inhibitor: -2; NIH3T3 tox: inconclusive; HEK293 tox: inconclusive; SNCA viab count: 6%; GPT2 inh: -9%; FLuc inh: -2%; SNCA expr inhib: -11%

Going on with the list:
Results for CC(=O)O[C@@H]1[C@@H](O)[C@H](C)O[C@@H](O[C@H]2[C@@H]3C=CO[C@@H](O[C@@H]4O[C@H](CO)[C@@H](O)[C@H](O)[C@H]4OC(C)=O)[C@@H]3[C@@]3(CO)O[C@@H]23)[C@@H]1OC(=O)/C=C/c1ccc(O)cc1 ?
IP6K1 inhibitor: 8; SNCA viab count: -8%[23.9 µM]; GPT2 inh: inactive

Results for Cc1ccc(OCC(=O)N(Cc2ccc(Cl)cc2)CC2CCCO2)cc1C (centres undefined) ?
IP6K1 inhibitor: -14; SNCA viab count: -17%; SNCA expr inhib: inconclusive

How did COCCNC(=O)c1coc(COc2ccc3c(c2)C(c2cccc(F)c2)N(C(=O)C2CC2)CC3)n1 (centres undefined) do in these assays?
IP6K1 inhibitor: -4; NIH3T3 tox: inconclusive; HEK293 tox: inconclusive; SNCA viab count: 14%; GPT2 inh: inactive; FLuc inh: -7%; SNCA expr inhib: -5%

Results for CCCNC(=O)CC1COCCN1C(=O)CCc1c(C)nc(=O)[nH]c1C (centres undefined) ?
IP6K1 inhibitor: 8; NIH3T3 tox: -19%; HEK293 tox: -25%; SNCA viab count: -6%; GPT2 inh: inactive; FLuc inh: -15%; SNCA expr inhib: 11%

What do the screens show for `CCN(CC)Cc1ccc2c(c1)CN(C(=O)N(CC)CC)CCO2`?
IP6K1 inhibitor: -3; NIH3T3 tox: 0%; HEK293 tox: 0%; SNCA viab count: 1%; GPT2 inh: inactive; FLuc inh: -3%; SNCA expr inhib: 3%

What do the screens show for `CC(C)NC(=O)N1CCCCCC1CN1CCCC1` (centres undefined)?
IP6K1 inhibitor: -9; NIH3T3 tox: -12%; HEK293 tox: -13%; SNCA viab count: 4%; GPT2 inh: inactive; FLuc inh: -3%; SNCA expr inhib: 20%

What do the screens show for `CCc1noc(-c2cn(C3CCN(C(=O)c4cccc(C)c4)CC3)nn2)n1`?
IP6K1 inhibitor: 19; NIH3T3 tox: inconclusive; HEK293 tox: -14%; SNCA viab count: 4%; GPT2 inh: 4%; FLuc inh: -9%; SNCA expr inhib: -21%

What do the screens show for `COc1ccccc1-c1cccc(C(=O)N2CCC[C@H]2C(=O)N2CCCC2)c1`?
IP6K1 inhibitor: -7; NIH3T3 tox: -19%; HEK293 tox: inconclusive; SNCA viab count: -3%[12.5 µM]; GPT2 inh: 4%; SNCA expr inhib: 2%

Results for COCCCNC(=O)c1cn2cc(-c3cccc(OC)c3)sc2n1 ?
IP6K1 inhibitor: -12; NIH3T3 tox: inconclusive; HEK293 tox: 79µM*; SNCA viab count: -9%[87.6 µM]; GPT2 inh: -6%[88.5 µM]; SNCA expr inhib: 82%[activator][87.6 µM]

Results for CCn1ccc2cc(S(=O)(=O)N3CCCN(C(=O)Nc4ccc(C)cc4)CC3)ccc21 ?
IP6K1 inhibitor: 8; SNCA viab count: -8%; SNCA expr inhib: -6%

What do the screens show for `COc1ccc(-c2nnc3ccc(N(C)Cc4ccccc4)nn23)nc1`?
IP6K1 inhibitor: -6; NIH3T3 tox: inconclusive; HEK293 tox: inconclusive; SNCA viab count: -12%[87.6 µM]; GPT2 inh: -7%[88.5 µM]; FLuc inh: 2%[172 µM]; SNCA expr inhib: -23%[87.6 µM]

How did O=C(C1CC1)N1CCCC(Cc2noc(-c3ccccc3)n2)C1 (centres undefined) do in these assays?
IP6K1 inhibitor: 10; NIH3T3 tox: inconclusive; HEK293 tox: inconclusive; SNCA viab count: 1%; GPT2 inh: inactive; FLuc inh: inconclusive; SNCA expr inhib: 52%[activator]

Results for COc1nccc(N2CCC(CC(=O)NCc3ccc(F)c(Cl)c3)CC2)n1 ?
IP6K1 inhibitor: 5; NIH3T3 tox: inconclusive; HEK293 tox: inconclusive; SNCA viab count: 1%; GPT2 inh: -10%; FLuc inh: 10%; SNCA expr inhib: -21%

How did COc1cccc(-c2cn3c(n2)N(C(=O)c2cnccn2)CCC3)c1 do in these assays?
IP6K1 inhibitor: -6; NIH3T3 tox: 4%; HEK293 tox: inconclusive; SNCA viab count: -5%; GPT2 inh: -3%; FLuc inh: -17%; SNCA expr inhib: 42%[activator]

How did O=C(CN1C(=O)CCc2cc(S(=O)(=O)N3CCOCC3)ccc21)Nc1cccc(Cl)c1 do in these assays?
IP6K1 inhibitor: -4; SNCA viab count: -15%; SNCA expr inhib: 23%

Results for O=C(CCn1ccn2nc3c(c2c1=O)CCCC3)Nc1ccc(F)cc1F ?
IP6K1 inhibitor: 22; NIH3T3 tox: -14%; HEK293 tox: inconclusive; SNCA viab count: -2%; GPT2 inh: inactive; FLuc inh: -13%; SNCA expr inhib: 11%
